SENP1 FRET inh – human SENP1 catalytic domain inhibitors, primary screen, biochemical, FRET, uHTS. 0.21% of 360,000 active. AID 624204, 2012. inhibition, % at 10 µM. recombinant SENP1 catalytic domain, CyPet-SUMO1-YPet FRET cleavage. Sentrin-specific protease 1 (Homo sapiens), Q9P0U3;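 active means inhibition at least 30% at 10 µM, raw YFP signal under a set limit, fluorescence ratio 0.5 to 1.5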;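 further: 0% = enzyme with DMSO and 100% = no enzyme wells; some results filed as inactive read as strong as hits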
Target sequence (Q9P0U3 419-644 limits assumed): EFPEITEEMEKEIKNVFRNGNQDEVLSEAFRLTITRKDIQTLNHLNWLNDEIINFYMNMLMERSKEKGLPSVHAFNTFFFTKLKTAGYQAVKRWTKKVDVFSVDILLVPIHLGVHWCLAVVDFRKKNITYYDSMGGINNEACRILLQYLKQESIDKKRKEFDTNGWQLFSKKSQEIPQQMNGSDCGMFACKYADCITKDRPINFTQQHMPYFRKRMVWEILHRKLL
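System: Recombinant human SENP1 catalytic domain, His6-tagged | Incubation: Enzyme reaction for 50 min at room temperature, dark | Medium: Tris pH 8 with BME, BSA, NP40 and catalase | Also added: 25 nM SUMO1 FRET substrate | Compound: 10 µM single point, 0.5% DMSO | Measured by: FRET fluorescence in CFP and YFP emission channels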
SENP8 block-1 – human SENP8 protease inhibitors, primary screen, biochemical, fluorescence, Nedd8 protein substrate, uHTS | inhibition, % at 20 µM | AID 602440, 2012 | 0.64% of 360,000 active | recombinant SENP8 | Sentrin-specific protease 8 (Homo sapiens), Q96LD8; in the data active means inhibition mostly above about 40%, no sharp cut-off; inactive means mostly below about 27%
SENP7 inh – SENP7 protease inhibitors, primary screen, biochemical, luminescence, uHTS; recombinant SENP7, Z-RLRGG-aminoluciferin luminescence, 40 min; inhibition, % at 5 µM; 1.5% of 330,000 active; AID 434973, 2010;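 active means inhibition above about 50% at the single test dose, limit read from the data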;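 further: plate controls were DMSO with enzyme for no effect and no enzyme buffer wells for full effect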
Target sequence (Q9BQF6 706-1050 limits assumed): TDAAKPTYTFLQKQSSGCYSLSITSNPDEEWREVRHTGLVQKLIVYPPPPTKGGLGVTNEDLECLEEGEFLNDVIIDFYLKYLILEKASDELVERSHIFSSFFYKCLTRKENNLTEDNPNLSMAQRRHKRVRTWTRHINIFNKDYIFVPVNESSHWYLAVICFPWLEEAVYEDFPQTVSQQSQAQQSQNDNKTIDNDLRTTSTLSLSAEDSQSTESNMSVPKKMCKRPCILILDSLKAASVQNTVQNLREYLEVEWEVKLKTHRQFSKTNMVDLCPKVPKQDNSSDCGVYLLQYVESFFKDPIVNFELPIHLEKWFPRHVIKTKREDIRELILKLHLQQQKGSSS
APOBEC3G inh – APOBEC3G DNA deaminase inhibitors, primary screen, biochemical, fluorescence, single-stranded DNA substrate, uHTS; recombinant A3G, ssDNA deamination FAM/TAMRA fluorescence; inhibition, % at 20 µM; 0.28% of 330,000 active; AID 493012, 2011;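 active means inhibition of at least 40% at 20 µM, with no more than 30% in the related APOBEC3A deaminase screen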;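 further: plate controls were DMSO wells with A3G for no effect and wells lacking A3G enzyme for full effect; some compounds called inactive have numbers as strong as hits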
Target sequence (Q9HC16 whole entry, looked up): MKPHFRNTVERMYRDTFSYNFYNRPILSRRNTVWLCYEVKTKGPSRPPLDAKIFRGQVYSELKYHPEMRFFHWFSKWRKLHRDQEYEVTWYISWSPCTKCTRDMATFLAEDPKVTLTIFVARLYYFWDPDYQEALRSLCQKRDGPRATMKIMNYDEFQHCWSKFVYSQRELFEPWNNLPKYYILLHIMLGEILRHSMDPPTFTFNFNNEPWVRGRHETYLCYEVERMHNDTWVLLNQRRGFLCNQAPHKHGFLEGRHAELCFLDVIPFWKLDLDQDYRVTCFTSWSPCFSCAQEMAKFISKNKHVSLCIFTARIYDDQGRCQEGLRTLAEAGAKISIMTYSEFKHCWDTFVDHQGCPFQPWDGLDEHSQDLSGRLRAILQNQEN
SENP8 block-2 – SENP8 protease inhibitors, primary screen, biochemical, luminescence; Sentrin-specific protease 8 (Homo sapiens), Q96LD8; purified SENP8, Z-RLRGG-aminoluciferin cleavage; inhibition, % at 10 µM; 1.2% of 330,000 active; AID 2540, 2010; in the data active means inhibition above about 50%
UBC13 polyUb – UBC13 polyubiquitin chain formation inhibitors, primary screen, biochemical, TR-FRET, uHTS; Ubiquitin-conjugating enzyme E2 N (Homo sapiens), P61088; inhibition, % at 20 µM; 0.47% of 330,000 active; AID 485273, 2010; in the data active means inhibition above about 45%, passing the limit was not always enough
Apaf-1 inh – inhibitors of human Apaf-1 apoptosome, primary screen, biochemical, DEVD-Rh110 fluorescence, uHTS; reconstituted apoptosome caspase-3 activity; Apoptotic protease-activating factor 1 (Homo sapiens), O14727; 0.71% of 330,000 active; inhibition, % at 20 µM; active means inhibition of at least 40% at 20 µM;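 further: plate controls were DMSO wells for no effect and DEVD-CHO caspase inhibitor wells for full effect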
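Assay system – apoptosome proteins · Medium – Hepes buffer, pH 7.5 · Also added – cytochrome c with DEVD-Rh110 · Timing – 30 min compound preincubation, 50 min activation, room temperature · Detection – Rh110 fluorescence, excitation 480 nm, emission 540 nm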
SENP6 inh – SENP6 protease inhibitors, primary screen, biochemical, luminescence, uHTS; Sentrin-specific protease 6 (Homo sapiens), Q9GZR1; Recombinant SENP6 catalytic domain, aminoluciferin luminescence; inhibition, % at 10 µM; 1.8% of 330,000 active; AID 2599, 2010;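 active means inhibition above about 50% at the single tested dose, limit read from the data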;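 further: plate controls were DMSO wells with enzyme for no effect and DMSO wells lacking enzyme for full effect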
Starred values were filed as active, the others as inactive; i = inactive; . = not tested or not shown; & = joins results of further samples. This is a random part of the collection; 3.6% or so of the library scored in one or more.

SMILES	SENP1 FRET inh	SENP8 block-1	SENP7 inh	APOBEC3G inh	SENP8 block-2	UBC13 polyUb	Apaf-1 inh	SENP6 inh
O=C(Nc1cnc2ccccc2c1)c1cccc(-n2cnnn2)c1	0.3	7.2	-6.1	-4.4	-13.3	-3.3	-0.4	-4.4
Cc1[nH]c2ccccc2c1C(=O)CN1CCCC(C)C1 (stereo not drawn)	-1.3	19.2	7.4	-1.6	-1.4	15.7	0.9	-12.5
O=C(NCc1cccc(Cl)c1)c1ccc(S(=O)(=O)Nc2cccc(C(F)(F)F)c2)cc1	1.5	-1.2	-8.1	-12.7	-8.4	-20.0	17.2	-16.6
Cc1cccc(C)c1N(CC(=O)NCc1ccc(F)cc1)C(=O)c1csnn1	7.1	6.7	1.1	-11.0	-4.0	1.6	2.9	-25.8
Cc1cc(NC(=O)COc2cccc3cccnc23)no1	.	.	6.1	5.3	-2.6	-9.8	-0.1	18.3
CCn1c(Cc2ccccc2)nnc1SCC(=O)NC1CC1	-0.6	-5.1	-2.1	-1.1	-1.0	-1.9	3.0	-20.1
CCOC(=O)c1[nH]c2ccc(F)cc2c1NC(=O)C1=COCCO1	1.8	i	1.1	-2.0	3.3	-3.7	-0.6	-1.2
COC(=O)c1[nH]c2cccc(OC)c2c1NC(=O)CN1CC2(C)CC1CC(C)(C)C2 (stereo not drawn)	-1.5	-102.6	-9.7	-5.1	-11.3	-6.0	17.0	-16.4
COc1ccc(OCC2CNC(=O)O2)cc1 (stereo not drawn)	0.1	6.3	4.5	0.9	-4.5	12.1	7.9	16.9
O=C(NC1CC1)c1ccc(N2CCCCC2)c([N+](=O)[O-])c1	-0.3	14.6	-1.7	-8.1	-3.2	-15.3	-1.3	0.7
COc1cccc(C(O)Cc2nc3ccccc3n2C)c1OC (stereo not drawn)	2.6	5.4	2.0	5.7	5.9	0.4	5.2	-0.9
C#Cc1ccc([C@@H]2C=C(C(=O)OCC=C)O[C@H](OCC)[C@H]2CCCO)cc1	-1.7	-1.5	-15.7	-10.2	-14.3	-0.2	13.3	-25.1
CC1CCCCN1S(=O)(=O)c1ccc(C(=O)Nc2sccc2C(N)=O)cc1 (stereo not drawn)	0.5	-30.1	79.2*	11.0	85.8*	-4.9	11.4	82.9*
Cc1noc(C)c1COc1ccc(C(=O)NNC(=O)c2ccccc2)cc1	0.8	2.8	-0.7	-2.3	2.7	-4.0	-1.5	-5.1
CC(=O)NC(Cc1cccc(F)c1)C(=O)NC1CCN(C(=O)c2cccc(C)c2)CC1 (stereo not drawn)	0.2	-0.6	-4.4	-12.0	-11.2	-4.3	8.3	0.3
O=C(/C=C/c1cccc(F)c1)N1CCN(c2ncccn2)CC1	1.3	-1.6	-2.8	-9.9	-6.1	5.1	2.8	-24.5
CCn1nc(C)c(CN2CCC(n3nccc3NC(=O)c3ccc4c(c3)OCO4)CC2)c1C	0.8	8.1	-1.1	-5.3	6.5	1.0	2.5	-2.8
NS(=O)(=O)c1ccc(N=Cc2c(O)c3ccccc3oc2=O)cc1	2.3	-16.6	2.3	-1.4	-1.5	7.4	18.7	1.2
Cc1cc(-c2ccccc2)nc(Oc2cccc(C(F)(F)F)c2)c1S(C)(=O)=O	2.1	6.6	-2.9	-5.7	4.7	7.2	18.8	-5.6
CC(C)(C)n1nc2c(c1NC(=O)Cc1ccc(Cl)cc1)CS(=O)(=O)C2	0.6	16.6	-5.2	-5.4	-1.9	-4.2	7.5	-7.2
Cc1nn(-c2ccccc2)nc1C(=O)NNC(=O)c1cccc2ccccc12	-0.1	8.4	-3.5	-9.5	-7.7	-3.3	22.7	-61.4
N#Cc1ccc(N=c2ssnc2Cl)cc1	0.5&2.8	19.8&2.6	1.6&10.7	73.1*	6.8&1.3	7.4&16.0	2.1&1.3	-5.8&-1.7
Cc1ccc(N2CCN(/N=C/c3ccccc3)CC2)cc1	4.0	6.4	11.0	-2.1	11.7	-6.8	-5.7	22.2
CN1C(=O)CC(N2CCN(CCN=CC3=C(O)CC(C)(C)CC3=O)CC2)C1=O (stereo not drawn)	3.4	19.9	14.1	-4.4	-10.2	-3.5	-1.7	-24.0
Cc1ccc(OCCc2csc(N)n2)cc1	0.0	3.3	2.7	1.5	6.5	-1.1	-4.8	-12.4
CCCCN(CCCC)S(=O)(=O)c1ccc(SCC(=O)OCC)c([N+](=O)[O-])c1	-1.0	9.3	-1.0	-5.8	8.1	4.6	3.0	-29.5
CS(=O)(=O)N(CCC#N)Cc1ccc(/C=C2\C(=O)Nc3ccccc32)o1	5.2	33.0	-5.9	-3.1	-8.9	-16.0	14.0	-9.6
Cc1ccc(S(=O)(=O)N(CC(=O)Nc2ccc(Cl)cc2)C(=O)N2CCN(C)CC2)cc1	4.5	17.3	-20.1	-3.1	-10.8	-4.3	2.2	-7.5
Cc1ccc(Cn2ccc(NC(=O)c3cc(C4CC4)on3)n2)cc1	3.8	29.4	-0.6	-7.1	-5.3	30.0	-14.6	-14.8
CC1(C)Oc2ccc3ccc(=O)oc3c2/C(=C/NNC(N)=O)C1=O	-0.9	-16.5	-1.9	-2.1	-2.4	11.1	5.4	7.4
COc1ccc(C(=O)NCCS(=O)(=O)NCc2ccccc2)cc1	0.6	16.4	-1.9	-0.4	-0.3	2.6	5.9	-2.5
COc1ccc2c(c1)c1ncn(CCN3CCCC3)c(=O)c1n2C	0.5	-266.4	-11.3	-6.0	-6.5	0.7	6.5	-5.8
N#CCC(=O)N/N=C/c1ccc(OCC(=O)Nc2ccc(F)cc2)cc1	1.4	-13.6	1.9	-4.4	7.6	0.5	-12.0	-8.9
CC(C)NC(=O)Nc1ccc2c(c1)C(=O)N([C@H](C)CO)C[C@H](C)[C@@H](CN(C)C(=O)Nc1ccc(C(F)(F)F)cc1)O2	2.5	-6.8	2.5	-2.9	3.4	1.3	4.8	-11.4
CCc1nc(C#N)c(N2CCCCC2)o1	0.8	2.9	14.1	-6.2	-10.2	1.2	-2.5	11.0
O=c1cc(-c2ccccc2Cl)oc2c(NS(=O)(=O)c3cc(Cl)cc(Cl)c3O)ccc(O)c12	0.9	24.0	3.1	-9.3	-5.1	-12.7	1.4	-17.6
CCC(C)NC(=O)Cn1ccc2cc(S(=O)(=O)N3CCCCCC3)ccc21 (stereo not drawn)	0.1	6.7	-3.3	-8.1	8.1	-2.9	-10.7	2.6
COCCn1nnnc1C(c1cccc(OC)c1OC)N1CCN(C2CCCCC2)CC1 (stereo not drawn)	-0.1	26.4	5.9	-4.9	-1.4	-6.6	-10.3	-11.9
Cn1cccc1Cc1nnc(SCC(=O)NC2CCCCC2)n1-c1ccc(F)cc1	-4.7	9.6	0.4	3.2	-7.0	7.1	13.8	-2.6
COc1ccc(NC(=O)CSc2nccn2Cc2ccc(F)cc2)c(OC)c1	3.4	10.7	1.4	-8.5	0.7	-3.7	-0.1	-2.4
COc1ccc(-c2nc3ccccc3c(=O)n2CCOc2cccc(C)c2C)cc1	1.1	-53.1	-0.8	-4.4	1.2	8.2	2.1	-1.6
CCOP(=O)(OCC)C(Nc1ccccc1)c1ccccc1C(F)(F)F (stereo not drawn)	0.1	-0.2	4.0	-6.5	1.9	7.0	-6.7	-3.8
CC(=O)c1cccc(NC(=O)N2C3CCC2CC(O)(c2cccnc2)C3)c1 (stereo not drawn)	1.0	7.0	2.3	-4.1	5.7	-2.3	2.9	1.4
COc1ccc(CNC(=O)CN2C(=O)COc3ccc(S(=O)(=O)NC4CCCC4)cc32)cc1	1.9	22.9	11.6	-4.5	-5.1	-7.2	3.8	2.4
O=C(Nc1cccc(Cl)c1)Nc1nccs1	0.5	1.0	24.5	-5.8	-4.0	15.7	-0.2	35.1
CCCNC(=O)COC(=O)/C(C#N)=C/c1cc(C)n(CCC)c1C	-3.2	-40.9	-3.4	-5.2	-8.8	-18.4	1.2	-9.8
Cc1cccc([C@@H]2[C@@H]3C(=O)N(Cc4ccccc4)C(=O)[C@@H]3[C@]3(Cc4ccc(Cl)cc4)C(=O)N(c4ccc(Br)cc4)C(=O)N23)c1	-2.1	19.2	-10.2	-1.7	-5.8	-25.4	9.2	-18.5
CN(C(=O)c1ccc(F)cc1)c1ccccc1C(=O)NCc1ccccc1	1.3	5.4	6.7	-0.7	0.9	1.6	7.1	5.3

Shown with two lines to a compound: entries from further up
Values run as follows: SENP1 FRET inh, SENP8 block-1, SENP7 inh, APOBEC3G inh, SENP8 block-2, UBC13 polyUb, Apaf-1 inh, SENP6 inh
- CCCNC(=O)COC(=O)/C(C#N)=C/c1cc(C)n(CCC)c1C
    -3.2, -40.9, -3.4, -5.2, -8.8, -18.4, 1.2, -9.8
- Cc1cccc([C@@H]2[C@@H]3C(=O)N(Cc4ccccc4)C(=O)[C@@H]3[C@]3(Cc4ccc(Cl)cc4)C(=O)N(c4ccc(Br)cc4)C(=O)N23)c1
    -2.1, 19.2, -10.2, -1.7, -5.8, -25.4, 9.2, -18.5
- CN(C(=O)c1ccc(F)cc1)c1ccccc1C(=O)NCc1ccccc1
    1.3, 5.4, 6.7, -0.7, 0.9, 1.6, 7.1, 5.3

Following part
SMILES	SENP1 FRET inh	SENP8 block-1	SENP7 inh	APOBEC3G inh	SENP8 block-2	UBC13 polyUb	Apaf-1 inh	SENP6 inh
CNC(=O)COC(=O)c1cccnc1SC	3.4	22.8	-1.1	-5.9	-3.9	0.5	-13.3	-8.9
CN(C)C(CNC(=O)CCOc1ccccc1)c1ccco1 (stereo not drawn)	-50.5	-61.3	-5.3	5.5	-3.4	4.7	-6.1	-15.5
Cc1ccc(NC(=O)NCC2CCN(Cc3cc(C)ccc3Cl)CC2)c(C)c1	0.5	15.5	-2.9	-3.6	-9.3	-3.9	-3.6	-31.1
Cc1cc(C=O)c(C)n1-c1cc(C(F)(F)F)ccc1N1CCOCC1	2.3	2.8	2.6	-2.8	-6.6	-2.5	19.0	-5.6
O=C(NCc1ccccc1Cl)C1CCN(c2ncnc3c2nc2n3CCCCC2)CC1	-0.4	13.8	3.2	-6.3	1.6	31.6	-6.5	-4.2
COc1cccc(-c2cc(C(=O)NCCCN3CCOCC3)no2)c1	-1.8	4.9	1.1	-15.6	0.0	4.2	2.5	-4.4
CC(=O)c1ccccc1NC(=O)COC(=O)C1=NN(c2ccccc2)C(=O)CC1	-0.6	-0.7	-5.7	-9.7	1.7	4.6	2.5	-3.5
COc1ccccc1CNC(=O)C1CCC1	-1.9	5.7	4.9	3.7	-23.2	2.1	0.6	-1.2
Cc1csc2nc(CN3CCN(CC(=O)N(C)C)CC3)cc(=O)n12	3.0	-110.3	-12.3	6.2	-5.7	-9.9	3.8	-20.2
CC1(C)C/C(=N\NC(=S)Nc2ccccc2F)c2cc(O)ccc2O1	-53.9	-408.5	3.2	5.5	-0.3	1.3	3.6	-9.6
CC1(C)CC(=O)C(CC(=O)Nc2ccc(S(N)(=O)=O)cc2)=C(O)C1	0.0	18.1	-0.8	3.2	1.8	2.4	1.2	0.0
CCCCn1c(N)c(NCc2ccccc2)c(=O)[nH]c1=O	-15.3	-15.8	-8.2	-5.2	-11.1	-10.0	-10.1	-11.1
COc1ccc(C(=O)c2cn[nH]c2-c2cc(C)ccc2O)cc1	2.9	20.7	-6.1	0.6	8.8	1.4	3.7	0.3
